Screens from PubChem BioAssay.
G6PDH CS – counter-screen for G6PDH assay hits: L. mesenteroides G6PDH inhibition. Purified L. mesenteroides G6PDH, diaphorase/resazurin coupled fluorescence, 45 min. actives 0.12% (n = 200,000). inhibition, % at 5 µM. AID 1020; in the data active = inhibition above about 50%
APP transl inh – APP translation inhibition. actives 0.82% (n = 190,000). inhibition, % at 2 µM. SH-SY5Y APP 5'UTR-luciferase reporter, luminescence;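 active = inhibition above a set limit, derived from the sample mean plus 3 SD, cut at about 45% in these data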; also: values of inactives mirror those of a sister screen read the other way
Diaphorase act – counter-screen for diaphorase-based assays: diaphorase activators and chemical reducers. activation factor at 20 µM. actives 0.005% (n = 190,000). Diaphorase/resazurin coupled assay, resorufin fluorescence, 16 min; active compounds read high; 1 = vehicle wells, 0 = NADH-free wells;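 active = diaphorase activity raised at least twofold by the compound at 20 µM; inactive = activation factor below 2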
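Test system: Clostridium kluyveri diaphorase, purified enzyme. Buffer or medium: 50 mM HEPES pH 7.4 buffer plus MgCl2 and Tween 20. Also added: 0.114 mM NADH and 0.1 mM resazurin, final amounts. Dosing: compound 20 µM once, DMSO 1%. Schedule: 16 min enzyme reaction, ambient temperature. Detection: fluorescence of resorufin, 544 nm excitation, 590 nm emission.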
STAT1 inh – inhibitors of IFN-gamma induced STAT1 signaling; NIH 3T3 STAT1-luciferase reporter, luminescence; inhibition, % at 5.5 µM; actives 0.35% (n = 200,000); AID 920;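 active = inhibition above a set limit, the mean inhibition across all tested compounds plus 3 SD, cut at about 34% in these data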;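 also: 0% = IFN-gamma with DMSO and 100% = IFN-gamma with 300 µM nifuroxazide; values of inactives mirror those of a sister screen read the other way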
STAT3 inh – STAT3 signaling inhibition | AID 862 | inhibition, % at 5.5 µM | U3A cells, IL-6 STAT3-luciferase reporter, luminescence; host cell line lacks STAT1 | actives 0.89% (n = 190,000);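 active = inhibition above the mean inhibition across all screened compounds plus 3 SD, cut at about 44% in these data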;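 also: 0% = DMSO only wells and 100% = 100 µM nifuroxazide control wells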
STAT3 act – increases IL-6 driven STAT3 reporter signal; U3A cells, IL-6 STAT3-luciferase reporter, luminescence; 100% = signal with IL-6 EC80 alone; activation (% of control), % at 5.6 µM; AID 871; actives 0.91% (n = 190,000);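 active = activation above the screen-wide mean of compound activation plus 3 SD, cut at about 130% in these data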;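 also: 0% = background luminescence of wells with medium and substrate only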
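Material: human U3A cells carrying STAT3-luciferase construct. Measured by: reporter luminescence signal. Timing: compound 1 h, then IL-6 6 h at 37 °C.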
TLR4 MyD88 comp – TLR4-MyD88 interaction inhibition in cells; HeLa CL3-4 TLR4/MyD88 BLA complementation, FRET ratio; AID 861; O00206+Q99836; inhibition, % at 8.4 µM; actives 0.18% (n = 200,000); in the data active = inhibition above about 25%;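 also: 0% = vehicle and 100% = reference inhibitor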
Target sequence (O00206 whole entry, looked up): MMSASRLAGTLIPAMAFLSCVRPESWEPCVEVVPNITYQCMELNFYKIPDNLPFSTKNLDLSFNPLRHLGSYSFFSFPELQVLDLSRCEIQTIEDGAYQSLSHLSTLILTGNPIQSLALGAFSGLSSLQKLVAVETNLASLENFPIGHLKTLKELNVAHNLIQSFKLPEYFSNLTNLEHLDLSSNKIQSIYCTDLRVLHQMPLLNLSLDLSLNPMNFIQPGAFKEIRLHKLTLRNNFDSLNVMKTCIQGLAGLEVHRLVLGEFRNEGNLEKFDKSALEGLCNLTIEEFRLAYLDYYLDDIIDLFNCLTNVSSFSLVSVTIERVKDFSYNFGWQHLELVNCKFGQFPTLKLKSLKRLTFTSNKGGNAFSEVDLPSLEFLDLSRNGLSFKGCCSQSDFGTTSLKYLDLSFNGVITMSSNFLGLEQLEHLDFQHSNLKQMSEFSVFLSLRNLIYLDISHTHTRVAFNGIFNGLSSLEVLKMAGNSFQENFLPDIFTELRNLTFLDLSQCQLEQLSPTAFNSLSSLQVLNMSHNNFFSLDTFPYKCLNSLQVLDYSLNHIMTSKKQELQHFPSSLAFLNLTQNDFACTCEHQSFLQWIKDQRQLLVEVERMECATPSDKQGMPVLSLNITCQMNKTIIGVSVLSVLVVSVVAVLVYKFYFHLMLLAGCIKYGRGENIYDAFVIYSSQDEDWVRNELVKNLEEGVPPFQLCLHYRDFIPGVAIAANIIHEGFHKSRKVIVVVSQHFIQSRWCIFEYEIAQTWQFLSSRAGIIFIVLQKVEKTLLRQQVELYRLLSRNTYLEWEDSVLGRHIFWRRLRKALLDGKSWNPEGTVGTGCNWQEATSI
Target sequence (Q99836 whole entry, looked up): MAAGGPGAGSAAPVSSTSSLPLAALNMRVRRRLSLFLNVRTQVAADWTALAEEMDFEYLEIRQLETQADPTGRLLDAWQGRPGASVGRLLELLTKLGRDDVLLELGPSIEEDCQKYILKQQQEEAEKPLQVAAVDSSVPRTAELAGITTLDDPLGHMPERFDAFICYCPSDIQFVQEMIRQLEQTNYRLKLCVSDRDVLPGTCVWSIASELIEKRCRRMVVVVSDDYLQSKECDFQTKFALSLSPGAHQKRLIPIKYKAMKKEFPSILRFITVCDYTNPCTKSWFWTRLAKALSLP
Diaphorase inh – counter-screen for diaphorase-based assays: diaphorase inhibitors and chemical oxidizers; diaphorase resazurin-to-resorufin fluorescence, NADH, 16 min; bacterial (C. kluyveri) enzyme, not human; inhibition, % at 20 µM; actives 0.69% (n = 190,000); AID 1217;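 active = primary screen inhibition at 20 µM above a set limit, cut at about 50% in these data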;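 also: plate controls were DMSO with full reaction for no effect and wells lacking NADH for full effect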
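Test system: Clostridium kluyveri diaphorase enzyme / Quantity: diaphorase at 0.14 U/mL in enzyme working solution / Incubation: 16-min room-temperature incubation before reading / Benchmarks: NADH-free wells as positive control, DMSO-only neutral wells / Signal: resorufin fluorescence 544/590 nm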
STAT1 act – activators of IFN-gamma induced STAT1 signaling; NIH 3T3 STAT1-luciferase reporter, luminescence; 100% = IFN-gamma alone, no compound; activation (% of control), % at 5.5 µM; actives 2.6% (n = 200,000); AID 932;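 active = activation above the screen-wide mean activation plus 3 SD, cut at about 130% in these data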;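 also: raw ratio to IFN-gamma control signal so 100% means no change and 0% no light; values of inactives mirror those of a sister screen read the other way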
Hsp70 activator – Hsp70 transcriptional activation, primary screen. HeLa Hsp70 promoter luciferase reporter, luminescence; scaled: vehicle 0, proteasome-inhibitor control 100%. activation, % at 10 µM. actives 0.04% (n = 200,000). AID 1203;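 active = activation above the mean across all tested compounds plus 3 SD, cutoff set per campaign, cut at about 5.5% in these data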;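 also: 100% = MG132 at 30 µM as the positive control and 0% = DMSO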
Active calls of the source: *; . = not tested or not shown. Rows were taken by chance. Share with any hit: about 6.1%.

SMILES | G6PDH CS | APP transl inh | Diaphorase act | STAT1 inh | STAT3 inh | STAT3 act | TLR4 MyD88 comp | Diaphorase inh | STAT1 act | Hsp70 activator
COc1ccc(C(=S)N2CCCC2)cc1C | 7 | -5 | 0.8 | 3 | 9 | 101 | -17 | 15 | 97 | -0.3
CC1CCCN(CCCNC(=O)c2cc3c(Cl)nc4ccccc4c3s2)C1 (centres undefined) | -1 | 10 | 1.2 | -18 | 20 | 91 | 4 | -18 | 115 | 0.0
Cc1onc(-c2ccccc2)c1C(=O)NCCc1ccc(Cl)cc1 | 10 | 3 | 1.2 | -4 | 28 | 79 | -1 | -16 | 103 | -0.1
O=C1NC(=S)SC1=C1CCCC1 | -5 | -16 | 0.8 | 5 | 14 | 94 | -3 | 18 | 96 | -0.2
CC(OC(=O)c1ccc(S(=O)(=O)N(C)c2ccccc2)cc1)C(=O)NCCC1=CCCCC1 (centres undefined) | 5 | 4 | 0.9 | 3 | 2 | 100 | -3 | 10 | 98 | -0.2
COc1ccc(C2CC(c3ccccc3)=NN2C(=O)COC(=O)c2cccc(S(=O)(=O)N3CCOCC3)c2)cc1 (centres undefined) | -10 | -5 | 0.8 | 4 | -2 | 103 | -8 | 16 | 96 | -0.4
S=C(NCCNCc1ccccc1)NC1CCCCC1 | -5 | -3 | 0.8 | -6 | -4 | 107 | -7 | 15 | 102 | -0.1
CN1CCN(C(=O)c2ccc3c(c2)N(Cc2ccc(Cl)cc2)C(=O)c2ccccc2S3=O)CC1 (centres undefined) | 16 | 6 | 0.8 | 0 | 10 | 92 | 1 | 16 | 101 | -0.5
COc1ccc(C(=O)CSc2nnc(-c3ccco3)n2C)cc1 | -1 | -17 | 1 | 4 | -2 | 101 | 10 | 5 | 97 | 1.4
COc1ccc(NC(=S)N2CCCC(c3nc4ccc(C)cc4[nH]3)C2)c(OC)c1 (centres undefined) | 8 | 5 | 1.1 | -4 | 0 | 107 | 7 | -7 | 102 | 0.0
N=c1n(CCN2CCCC2)c2ccccc2n1CC(O)c1ccco1 (centres undefined) | -1 | -6 | 0.9 | 10 | -3 | 102 | -7 | 9 | 91 | -0.2
Cc1ccccc1C(=O)NCCc1nnc(SCC(=O)Nc2nc(-c3ccccc3)cs2)n1C | 9 | -7 | 0.9 | -2 | -4 | 105 | -2 | 8 | 102 | -0.6
C=CCN=C1CC(C)(C)CC(=O)/C1=C(\O)CCCN1C(=O)c2ccccc2C1=O | 6 | 11 | 1 | 15 | 4 | 100 | 1 | 0 | 85 | -0.1
CCCn1c2c(c(O)c(C(=O)Nc3ccccc3)c1=O)CCCC2 | 0 | -11 | 0.9 | -2 | -28 | 133* | -11 | 12 | 102 | -0.2
CCOc1cc(/C=N/NC(=O)CSc2nncn2C)ccc1OCc1cccc(C)c1 | -4 | 12 | 1 | 10 | 29 | 77 | 9 | -1 | 91 | -0.2
COc1ccc(NC(=O)CCC(=O)c2cccs2)cc1S(=O)(=O)Nc1ccc(Cl)cc1 | -14 | -6 | 0.5 | 3 | -3 | 99 | -2 | 50* | 97 | 0.1
CC(NC(=O)c1cc(-c2ccccc2)on1)c1ccccc1 (centres undefined) | -10 | 8 | 1 | 5 | 14 | 90 | -11 | 4 | 95 | -0.7
O=c1c2c(nc3cc(-c4ccccc4)[nH]n13)CCS2 | 2 | -113 | 0.8 | -18 | -13 | 111 | 8 | 21 | 116 | 0.2
CCC(CC)C(=O)NCc1ccc(Cl)cc1 | 1 | 10 | 1 | -9 | 5 | 100 | 1 | -2 | 107 | 0.1
Cc1oc(=O)c(NC(=O)c2ccc(Cl)cc2)cc1C(=O)c1ccccc1 | 5 | 6 | 1 | 0 | 14 | 90 | 5 | -2 | 100 | 0.1
COc1ccc(N(CC(=O)Nc2ccccc2F)S(=O)(=O)c2ccc(C)c([N+](=O)[O-])c2)cc1 | 11 | -11 | 1 | 5 | 5 | 102 | -7 | 2 | 95 | 0.3
CCn1ncc(C2=NOC(C(=O)N3CCN(c4ccccc4)CC3)C2)c1C (centres undefined) | 5 | 10 | 1 | 1 | 13 | 94 | 2 | -2 | 99 | -0.3
CCCn1nnc(NC(=O)c2ccc(OC)cc2)n1 | 0 | 1 | 0.9 | -27 | -12 | 110 | -12 | 12 | 126 | 0.1
COc1ccccc1NC(=O)CNC(=O)c1ccc(F)cc1 | -2 | 20 | 1 | -6 | -8 | 109 | 7 | 4 | 102 | -0.1
COCc1cc(C)n(CC(=O)Nc2ccccc2OC)c(=O)c1C#N | 6 | -16 | 0.9 | -1 | 10 | 100 | -3 | 10 | 101 | -0.4

Reformatted: results already given.
The line under a structure holds: G6PDH CS, APP transl inh, Diaphorase act, STAT1 inh, STAT3 inh, STAT3 act, TLR4 MyD88 comp, Diaphorase inh, STAT1 act, Hsp70 activator
> COc1ccc(NC(=O)CCC(=O)c2cccs2)cc1S(=O)(=O)Nc1ccc(Cl)cc1
    -14, -6, 0.5, 3, -3, 99, -2, 50*, 97, 0.1
> CC(NC(=O)c1cc(-c2ccccc2)on1)c1ccccc1 (centres undefined)
    -10, 8, 1, 5, 14, 90, -11, 4, 95, -0.7
> O=c1c2c(nc3cc(-c4ccccc4)[nH]n13)CCS2
    2, -113, 0.8, -18, -13, 111, 8, 21, 116, 0.2
> CCC(CC)C(=O)NCc1ccc(Cl)cc1
    1, 10, 1, -9, 5, 100, 1, -2, 107, 0.1
> Cc1oc(=O)c(NC(=O)c2ccc(Cl)cc2)cc1C(=O)c1ccccc1
    5, 6, 1, 0, 14, 90, 5, -2, 100, 0.1
> COc1ccc(N(CC(=O)Nc2ccccc2F)S(=O)(=O)c2ccc(C)c([N+](=O)[O-])c2)cc1
    11, -11, 1, 5, 5, 102, -7, 2, 95, 0.3
> CCn1ncc(C2=NOC(C(=O)N3CCN(c4ccccc4)CC3)C2)c1C (centres undefined)
    5, 10, 1, 1, 13, 94, 2, -2, 99, -0.3
> CCCn1nnc(NC(=O)c2ccc(OC)cc2)n1
    0, 1, 0.9, -27, -12, 110, -12, 12, 126, 0.1
> COc1ccccc1NC(=O)CNC(=O)c1ccc(F)cc1
    -2, 20, 1, -6, -8, 109, 7, 4, 102, -0.1
> COCc1cc(C)n(CC(=O)Nc2ccccc2OC)c(=O)c1C#N
    6, -16, 0.9, -1, 10, 100, -3, 10, 101, -0.4

Next part
SMILES | G6PDH CS | APP transl inh | Diaphorase act | STAT1 inh | STAT3 inh | STAT3 act | TLR4 MyD88 comp | Diaphorase inh | STAT1 act | Hsp70 activator
COc1ccc(CCNC(=O)C2CCC(CNc3c(N4CCCC4)c(=O)c3=O)CC2)cc1OC (centres undefined) | 0 | 28 | 0.8 | -10 | 11 | 94 | 16 | 22 | 108 | -0.1
CC1CCC/C(=N\NC(=S)NCc2ccccc2)C1 (centres undefined) | 4 | -6 | 1 | -9 | -15 | 120 | 2 | 3 | 108 | -0.4
C/C(=N\NC(=O)c1cccc(Br)c1)c1cccc(NC(=O)c2ccc(C)o2)c1 | 0 | -10 | 1 | -12 | 13 | 95 | -10 | 4 | 111 | -0.3
CSc1ccc(C2C(C#N)=C(N)N(c3ccccc3)C3=C2C(=O)CCC3)cc1 (centres undefined) | 2 | -11 | 0.6 | 10 | -1 | 105 | 1 | 44 | 89 | -0.2
Cn1cnnc1SCC(=O)c1ccco1 | 6 | 2 | 0.8 | -1 | -1 | 104 | -4 | 15 | 101 | -0.4
CC1CCN(S(=O)(=O)c2cccc(C(=O)Oc3ccc([N+](=O)[O-])cc3)c2)CC1 | -15 | 18 | 0.8 | 4 | 5 | 95 | -3 | 19 | 97 | -0.2
O=C(NC1CCCCC1)c1noc2c1CCCCC2 | -13 | -131 | 0.8 | -54 | -1 | 106 | -16 | 21 | 149* | 0.2
Cc1cc(C)c(S(=O)(=O)NCC2CCC(C(=O)NCc3ccccn3)CC2)c(C)c1 (centres undefined) | 8 | 8 | 0.9 | -5 | 15 | 96 | -3 | 5 | 103 | 0.2
Cc1ccc(-n2c(C)cc(C(=O)CSc3n[nH]c(N)n3)c2C)cc1 | -3 | -5 | 0.9 | -5 | 10 | 94 | 2 | 7 | 104 | -0.2
O=C(OCn1nnc2ccccc2c1=O)c1cccnc1 | 1 | 10 | 1 | 16 | -2 | 106 | 5 | 2 | 85 | 0.1
O=C(CSc1ncnc2[nH]ncc12)Nc1nc(-c2ccc(F)c(F)c2)cs1 | 0 | 10 | 0.8 | 20 | 33 | 78 | 10 | 20 | 81 | 0.2
CCOC(=O)c1sc(C)c2c1NC(C)(c1ccccc1)NC2=O (centres undefined) | 8 | 6 | 0.9 | 7 | 7 | 97 | 7 | 12 | 93 | -0.1
O=C1CCCCCN1C(=O)c1cccc(C(=O)N2CCCCCC2=O)c1 | -2 | -5 | 0.8 | 1 | 6 | 98 | -4 | 19 | 99 | -0.3
OC12CCCCC1C(c1ccc3c(c1)OCO3)N(Cc1cccc(F)c1)CC2 (centres undefined) | 3 | 2 | 0.8 | -3 | 1 | 107 | -8 | 23 | 103 | -0.3
Cc1nnc2c3ccccc3c(-c3cccs3)nn12 | 10 | 28 | 0.9 | 6 | 26 | 83 | -12 | 9 | 93 | -0.1
CCOC(=O)c1oc2c(CN3CCN(C)CC3)c(O)ccc2c(=O)c1-c1ccccc1OC | -16 | 6 | 0.9 | -2 | 0 | 105 | -3 | 9 | 102 | -0.2
CCS(=O)(=O)N1CCCC(C(=O)NCc2ccc3c(c2)OCO3)C1 (centres undefined) | 5 | -4 | 0.9 | 5 | 2 | 105 | -5 | 10 | 96 | -0.2
Cc1cc(=O)n2nc(N3CCC(C(=O)NCCc4ccccc4)CC3)sc2n1 | 1 | 9 | 1.1 | -3 | 8 | 97 | -7 | -6 | 101 | -0.2
COc1ccc(C(=O)Nc2nnc(-c3ccco3)s2)cc1 | -1 | . | 1 | 35* | 82* | 31 | -3 | -3 | 83 | -0.6
